NCOA2 inhibitor: human SRC2 (NCOA2) inhibition | Q15596 | HEK293 GAL4-SRC2 luciferase reporter, luminescence | inhibition, % at 9 µM | 370,000 compounds, 0.17% hits | AID 651957;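 active means inhibition above the mean inhibition of all tested compounds plus 3 SD, set per campaign, cut at about 52% in these data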;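 further: 0% = DMSO treated cells and 100% = cells given Gossypol at 36 µM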
Granule exo inh: lytic granule exocytosis inhibition; TALL-104 LAMP-1 surface exposure, flow cytometry; cells stimulated with thapsigargin and PMA; inhibition, % at 10 µM; 360,000 compounds, 0.66% hits;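 active means inhibition above about 55%, limit read from the data; inconclusive means no clear call, values can overlap the other calls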
ABHD5 PLIN5 PPI: blocks binding of human ABHD5 to perilipin-5 | Split G. princeps luciferase complementation, luminescence, 4 h | inhibition, % at 4 µM | 360,000 compounds, 0.78% hits | AID 602281;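 active means inhibition above the mean inhibition across every tested compound plus 3 SD, cut at about 22% in these data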;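 further: 0% = DMSO only wells and the 100% control is not disclosed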
NOD2-RIPK2 inh: blocks binding of human NOD2 to RIPK2; CHO BLA complementation NOD2-RIPK2, CCF4 ratio; inhibition, % at 4.98 µM; 360,000 compounds, 0.38% hits; AID 624267; O43353; in the data active means inhibition above about 21%;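 further: 0% = vehicle only and 100% = reference blocker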
TWEAK-Fn14 inh: inhibitors of TWEAK-Fn14 interaction signaling | TWEAK-stimulated Fn14 reporter cells, luciferase luminescence, 8 h | inhibition, % at 10 µM | 360,000 compounds, 2% hits; in the data active means inhibition above about 50%
NR2F2 inh: NR2F2 (human) inhibition, primary screen; P24468; HEK293T NGFI-A luciferase reporter, luminescence; inhibition, % at 8.6 µM; 370,000 compounds, 0.7% hits; AID 686940;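 active means inhibition above a per-plate cutoff, mean inhibition of test wells between control levels plus 3 SD, cut at about 38% in these data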;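 further: cells cotransfected with COUP-TFII expression vector driving the NGFI-A reporter; 0% = median of COUP-TF2 test wells and 100% = reporter-only cells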
TROY signal inh: inhibitors of TROY-dependent NF-kB signaling. inhibition, % at 10 µM. 360,000 compounds, 0.98% hits. Q293 LMP1-TROYcd NF-kB luciferase reporter, 4 h;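 active means compounds whose plate-normalised and pattern-corrected inhibition of the luciferase reporter signal at the single screening dose is 50% or more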
SRC1 inh: inhibits human SRC1 coactivator; HEK293 GAL4-SRC1 luciferase reporter, luminescence; inhibition, % at 3.6 µM; 360,000 compounds, 0.12% hits; AID 588354;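 active means inhibition above the campaign mean plus 3 SD, with each screening campaign given its own cutoff, cut at about 60% in these data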;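 further: 0% = DMSO treated cells and 100% = gossypol at 36 µM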
NR5A2 inv ag: suppresses constitutive activity of human LRH-1 | O00482 | HEK293T StAR-luciferase reporter, LRH-1 transfected, 24 h | inhibition, % at 3.6 µM | 360,000 compounds, 0.13% hits | AID 602396;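 active means inhibition above the mean inhibition of all tested compounds plus 3 SD, cut at about 73% in these data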;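 further: 0% = DMSO wells and 100% = reporter-only cells lacking LRH-1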
NCOA3 inh: human NCOA3 inhibition | Q9Y6Q9 | HEK293 GAL4-SRC3 luciferase reporter, luminescence | inhibition, % at 3.6 µM | 360,000 compounds, 0.17% hits | AID 588352;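 active means inhibition above a per-campaign cutoff, the mean of all compounds plus 3 SD, cut at about 60% in these data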;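 further: 0% = DMSO-treated cells and 100% = gossypol-treated cells at 36 µM; higher means less SRC3-driven luciferase light from the GAL4 reporter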
TLR9-MyD88 block: inhibitors of human TLR9-MyD88 binding. Q9NR96+Q99836. CHO BLA complementation TLR9-MyD88, CCF4 FRET ratio. inhibition, % at 4.98 µM. 340,000 compounds, 0.21% hits;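 active means inhibition above the mean over all tested compounds plus 3 SD, cut at about 21% in these data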;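 further: 0% = DMSO only wells and 100% = clavulanate BLA inhibitor control wells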
* marks the source's active call; other numbers are inactive results; ? = inconclusive; nt = not tested or not shown. Some of the compounds tested (hit frequency here may not be typical).

SMILES	NCOA2 inhibitor	Granule exo inh	ABHD5 PLIN5 PPI	NOD2-RIPK2 inh	TWEAK-Fn14 inh	NR2F2 inh	TROY signal inh	SRC1 inh	NR5A2 inv ag	NCOA3 inh	TLR9-MyD88 block
CCOC(=O)c1csc(Nc2nc3ccc(F)cc3s2)n1	-41	1	0	1	105*	-3	-23	-29	-41	-22	10
CCCCN1CC(COCc2ccccc2)Oc2cccc(OCCN3C(=O)[C@@H]4[C@H](C3=O)C3C=C[C@H]4C3)c2S1(=O)=O (stereo partly specified)	-6	18	2	-10	42	11	18	7	9	20	-15
COC(=O)C(CCSC)NC(=O)CNS(=O)(=O)c1ccc(Cl)cc1 (stereo unspecified)	-25	-2	1	4	1	-10	6	-2	-4	11	2
C=CCn1nnc2sc3c(c2c1=O)CCC(C)C3 (stereo unspecified)	-44	1	3	0	0	-5	-61	-19	-11	-51	-9
COc1ccc(-c2noc3c2-c2nc(-c4ccccc4)sc2CC3)cc1	13	-6	-6	-5	-12	14	-15	3	19	17	-9
CSCCC(NC(=O)c1ccc([N+](=O)[O-])cc1Cl)C(=O)OCC(=O)NC1CCCC(C)C1C (stereo unspecified)	8	-2	-13	0	-5	-8	16	13	4	12	2
Cc1ccc(S(=O)(=O)c2nc(S(=O)(=O)CCO)sc2N2CCOCC2)cc1	1	-2	2	-5	3	9	8	14	0	-27	0
COc1ccc(CC(=O)Nc2c3c(nn2-c2cccc(C)c2C)CS(=O)(=O)C3)cc1	16	0	7	-7	5	15	0	1	-1	18	2
O=C(CCNC(=O)c1ccco1)Nc1ccccc1N1CCOCC1	-18	-1	-2	0	-3	3	-2	-9	2	0	15
O=C(COC(=O)c1ccc([N+](=O)[O-])o1)Nc1ccc(Br)cc1F	5	0	1	-5	-10	-3	5	3	33	10	2
O=C(c1ccco1)N1CCc2ccccc21	-41	0	1	-5	-10	-35	-34	-34	-80	-48	0
CCn1cc(CCC(=O)NCCN2CCOCC2)c2ccccc21	-4	-16	3	4	9	-7	25	2	-14	13	0
CN(C(=O)n1cnc2ccccc21)c1ccccc1	-7	-6	5	1	0	10	-19	-7	10	-3	-11
Cc1c(Cl)cccc1NC(=S)NC1CCCC1	-14	-2	-2	8	-8	0	0	1	18	7	17
COc1cccc(C(=O)Nc2ccccc2C(=O)N2CCCC2)c1	-11	-1	0	4	6	7	-2	-35	13	14	2
Cc1cc2nc(NC(=O)C3(C)CCN(C)C3)[nH]c2cc1C (stereo unspecified)	-1	-3	-1	-5	-27	2	11	-6	1	-9	nt
CC(C)c1ccc(/C=C(\NC(=O)c2ccccc2)C(=O)NCCN2CCOCC2)cc1	7	-30	-2	-5	-10	2	6	3	4	-10	-1
CCCNC(=O)Cn1c(=O)cnc2ccccc21	-24	9	7	-1	19	-4	-2	-2	12	17	-9
COc1ccc(-c2nnn(Cc3nc(N)nc(N4CCCCC4)n3)n2)cc1	-4	6	0	0	9	17	11	-9	-4	-1	-3
CC1(C)CC(=O)C(CC(=O)NC2CCCc3ccccc32)C(=O)C1 (stereo unspecified)	-7	-2	-2	1	4	-13	-1	1	4	9	7
CN(c1ccc(C(=O)COC(=O)C2CC2)cc1)S(C)(=O)=O	-27	0	-5	-5	-7	-25	-11	-49	-44	-59	-5
Clc1c(-c2ccccc2)nnn1-c1ccccc1	-34	3	-1	-6	-7	-31	-82	-102	-141	-64	-4
Cc1ccc(/C=c2\sc3nc(-c4ccco4)nn3c2=O)o1	nt	0	2	15	42	nt	9	-9	-20	11	16
CCC(C)c1ccc(NC(=O)c2[nH]c(C)c(C(C)=O)c2C)cc1 (stereo unspecified)	-5	-8	-13	0	-11	-11	26	-31	-49	-36	-5
COc1ccc2[nH]c3c(c2c1)CCN1C(=O)C(CC(=O)NC(C)(C)C)C[C@H](C(=O)N2CCCCC2)[C@@]31CCc1ccccc1 (stereo partly specified)	1	2	7	-11	28	-4	-6	-1	1	-5	-5
CC1=C(C#N)CCC(=O)N1Cc1c(F)cccc1Cl	13	-1	-9	-2	2	-3	13	8	6	24	-17
O=C1Nc2ccccc2C(=O)N2[C@H](c3cccc(Br)c3)[C@@H]3C(=O)N(Cc4ccccc4)C(=O)[C@@H]3[C@H]12	-17	-2	1	6	14	8	-16	9	11	-1	3
C/C(=N\NC(=O)c1c(Br)cnn1C)c1ccc(NC(=O)c2ccc(F)cc2)cc1	-26	-1	0	-1	-54	-22	-47	-62	-154	-46	-3
COc1cc(C2NC(=O)CCC2[N+](=O)[O-])c(OC)cc1Br (stereo unspecified)	-42	7	3	-7	11	0	4	8	-13	1	-4
S=C(N/N=C/c1ccc(Cl)c(Cl)c1)Nc1ccccc1Cl	-33	1	-9	2	-33	-20	7	-33	-23	-65	1
CC(=O)/C(N=Nc1ccc(SC(F)F)cc1)=C(\C)O	-13	-1	2	-6	-37	-4	-40	-19	-27	-5	-3
Cc1ccc(SCc2nc(N)nc(Nc3ccccc3C)n2)cc1C	-5	-4	-2	-7	-40	2	-19	9	-11	13	-1
Cc1cc(Cl)c(S(=O)(=O)N2CCCC2)cc1OCC(N)=O	4	0	14	-9	-12	-6	-7	19	15	0	4
Cc1cc(=O)n(CC=C(Cl)Cl)c2ccccc12	0	-3	9	-2	-20	1	-6	-10	-22	13	-7
CN(C)CCCNC(=O)C1(O)c2cc(Br)ccc2NC(=O)N1c1c(F)cccc1F (stereo unspecified)	-34	-1	8	-14	4	-14	-8	-5	-10	11	-14
C=CCNC(=S)/N=c1/ccccn1CC	-9	-3	1	-3	-15	5	9	-1	5	6	-2
O=C(Cn1nnc(-c2ccc(S(=O)(=O)N3CCCC3)cc2)n1)NCC1CCCO1 (stereo unspecified)	-25	-1	0	-2	-12	6	-9	-1	-3	11	-7
CCOC(=O)c1[nH]c2ccccc2c1NC(=O)C(CC)CC	9	0	1	4	-47	-1	7	6	3	-12	-4
CC(C)N(Cc1nc(-c2ccc(Cl)cc2)no1)Cc1nccn1C	4	-1	-5	-9	7	-4	2	-7	11	13	15
COCCCN(C(=O)c1ccc(N2CCCC2=O)cc1)c1c(N)n(Cc2ccccc2)c(=O)[nH]c1=O	-36	-2	3	4	-2	-9	-11	-14	-9	-12	-5
Cc1cc(C)c(O)c(-c2cc(C(=O)Nc3ccc(S(=O)(=O)N4CCOCC4)cc3)[nH]n2)c1	-35	30	-3	7	63*	9	70*	9	7	21	12
Cc1ccnc(NC(=O)CNC(=O)c2cccs2)c1	0	-4	-1	4	-17	-5	5	-11	5	7	0
O=C(CN1C(=O)NC2(CCCc3ccccc32)C1=O)Nc1ccccc1OC(F)F (stereo unspecified)	-8	8	-10	-7	4	9	-2	2	-22	16	-2
COc1ccc(CCN2C(=O)CC(C(N)=O)SC2=Nc2ccccc2)cc1OC (stereo unspecified)	-4	0	-2	3	15	11	-7	-33	1	12	-3
CCOc1ccccc1C(=O)NCC(=O)OCCOc1cccc(Cl)c1	15	10	-4	-1	-15	14	-6	-48	-7	3	-7
CC(=O)c1c(C)[nH]c(C2=NNC(=NC(C)(C)C)SC2)c1C	-34	-2	-14	-5	10	5	-8	-52	-10	-65	5
Cn1c(SCC(=O)N/N=C/c2ccccn2)nnc1-c1ccccc1	1	4	-7	-15	3	14	-15	-5	-3	21	-2
CCOC(=O)c1c(C)nc2ccc(C)cn12	-2	-4	4	-4	-7	2	nt	2	1	16	12
CSc1nc(NC(C)(C)C)nc(N2CCOCC2)n1	-10	-2	0	0	3	14	1	-3	12	9	4
CCCN1CCC(=NNC(=O)CSc2cc(C)c(Br)cc2C)CC1	0	?	0	6	10	-4	7	-5	13	10	-5
O=c1c2cn[nH]c2nc(SCc2ccccc2F)n1-c1ccc(Br)cc1	8	-2	-2	5	12	-19	17	-23	7	7	7
CC(C)(C)c1cc(CCC(=O)N2CCNCC2)c(C(C)(C)C)cc1O	-11	3	8	-6	-5	18	-4	-3	-16	-12	6
c1csc(C2=Nn3c(nnc3-c3ccncc3)SC2)c1	43	-3	-1	-1	69*	29	47	65*	41	60	-2
C/C(=N\O)c1ccc2[nH]ccc2c1	-50	-2	4	-6	-12	-17	-28	-23	-18	-50	1
NS(=O)(=O)c1ccc(NC(=S)N2CCCC2)cc1	-5	0	-2	-5	6	4	7	-8	-25	3	3
O=C1c2ccccc2NC(c2ccccc2)N1NS(=O)(=O)c1ccccc1 (stereo unspecified)	-12	-1	-2	1	7	-12	-4	1	12	9	2
Cc1ccc(-c2nnc(N3CCCCC3)c3ccccc23)cc1	1	2	1	4	-14	17	4	-6	20	11	-3
CC1CCCN(CC(=O)Nc2ccc(S(=O)(=O)N3C(C)CCCC3C)cc2)C1 (stereo unspecified)	4	5	-5	-1	-6	-1	3	-12	-38	1	-7
CCOC(=O)C1CCN(C(=O)c2cccc(C(=O)N3CCC(C(=O)OCC)CC3)c2)CC1	-4	-2	4	-5	-3	-10	-18	3	-9	-1	7
O=C(CCC(=O)N(CC(=O)NC1CCCCC1)c1ccc(F)cc1)Nc1ccccn1	15	1	0	10	25	-3	-3	4	-2	-2	-5
Further records:
SMILES	NCOA2 inhibitor	Granule exo inh	ABHD5 PLIN5 PPI	NOD2-RIPK2 inh	TWEAK-Fn14 inh	NR2F2 inh	TROY signal inh	SRC1 inh	NR5A2 inv ag	NCOA3 inh	TLR9-MyD88 block
CCCCc1ccc(Nc2nc(N3CCOCC3)nc(N3CCOCC3)n2)cc1	-2	3	-9	-14	-18	-4	5	11	0	-17	1
C=CCSc1nc(O)c(CC)c(=O)n1C(C)CC (stereo unspecified)	-5	1	1	-3	8	-2	20	1	-11	16	0
CCCCNC(=O)OCC(CC)NC(=O)OC(C)C (stereo unspecified)	-10	-3	5	1	0	-2	4	0	9	14	0
Cc1ccccc1-n1nc2c(c1NC(=O)C1CC1)CS(=O)(=O)C2	-1	-3	-5	-4	14	-8	2	6	-13	-9	9
CCOC(=O)C1CCCN(Cc2ccccc2Cl)C1 (stereo unspecified)	11	-5	-3	-1	-5	0	-9	3	-11	-8	-4
O=C(NCCOc1ccccc1Cl)C(=O)NCCOc1ccccc1Cl	1	-2	2	-4	-4	-4	-14	-30	-8	-1	-3
CCOC(=O)c1cc2c(c(CCO)n1)[C@@H](CCO)N(S(=O)C(C)(C)C)C2 (stereo partly specified)	8	-1	-1	0	9	12	-5	3	-11	-3	5
O=C(C[n+]1ccc2ccccc2c1)c1ccccc1	-15	-3	1	-1	-33	-13	-46	-6	-37	4	-4
Cc1nnc(-c2ccc(N3CCOCC3)c([N+](=O)[O-])c2)o1	nt	-6	-3	-2	-13	nt	-31	-22	4	-12	10
C/C(=N\OCC(=O)Nn1c(=O)[nH]c2ccccc2c1=O)c1ccccc1	0	2	4	-4	3	5	9	-3	-9	12	-6

High-throughput results: PubChem, several laboratories
